# TPT1 inhibitor: blocks Candida albicans tRNA 2'-phosphotransferase | inhibition, % at 5 µM | recombinant caTPT1, FP RNA substrate dephosphorylation | 0.81% of 300,000 active;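 active = inhibition above the mean of all tested compounds plus 3 SD, set per screening campaign, cut at about 24% in these data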;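 also: plate controls were DMSO alone for no effect and ferristatin control at 100 nM for full effect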
# PREPL inh: inhibits the human prolyl oligopeptidase-like enzyme; inhibition, % at 5.96 µM; recombinant PREPL, fluorescence polarization activity-based probe; Q4J6C6; 0.68% of 320,000 active; in the data active = inhibition above about 43%;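 also: 0% = enzyme with DMSO and 100% = wells lacking enzyme; many of its hits are not listed in these tables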
# Target sequence (Q4J6C6 whole entry, looked up): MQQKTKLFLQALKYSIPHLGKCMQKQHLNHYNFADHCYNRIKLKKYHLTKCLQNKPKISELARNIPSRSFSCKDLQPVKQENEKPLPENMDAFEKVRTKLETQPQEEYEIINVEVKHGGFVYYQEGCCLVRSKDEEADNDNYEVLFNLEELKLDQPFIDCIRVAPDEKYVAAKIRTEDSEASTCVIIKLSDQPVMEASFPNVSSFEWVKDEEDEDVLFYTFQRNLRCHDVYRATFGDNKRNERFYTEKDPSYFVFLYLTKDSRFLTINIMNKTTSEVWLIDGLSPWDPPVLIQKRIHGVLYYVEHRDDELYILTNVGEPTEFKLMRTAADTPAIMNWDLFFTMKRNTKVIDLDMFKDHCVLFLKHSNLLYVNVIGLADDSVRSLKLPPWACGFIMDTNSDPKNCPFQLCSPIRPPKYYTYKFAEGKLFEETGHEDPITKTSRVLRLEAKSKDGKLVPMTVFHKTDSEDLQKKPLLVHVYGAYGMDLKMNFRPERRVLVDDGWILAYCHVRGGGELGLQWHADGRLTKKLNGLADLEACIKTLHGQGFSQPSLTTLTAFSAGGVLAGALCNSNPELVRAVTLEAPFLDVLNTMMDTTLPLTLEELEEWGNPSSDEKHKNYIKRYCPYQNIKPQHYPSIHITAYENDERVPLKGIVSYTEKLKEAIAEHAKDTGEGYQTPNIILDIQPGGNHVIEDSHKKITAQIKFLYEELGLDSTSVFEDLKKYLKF
# HCV core dimer: HCV core protein dimerization inhibition; TR-FRET GST/Flag-core106 dimerization, 1536-well; inhibition, % at 5 µM; 0.33% of 300,000 active;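 active = inhibition above the mean of all tested compounds plus 3 SD, set per screening campaign, cut at about 45% in these data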
#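 Assay system: GST-tagged and Flag-tagged HCV core protein residues 1-106 / Times: compound-protein-antibody incubation 4 h at 22.5 °C / Signal: time-resolved FRET, ex 340 nm, em 617 and 671 nm / Evaluation: % inhibition based on acceptor/donor emission ratio / Benchmarks: wells lacking GST-core106 and wells with excess unlabelled core106 / Repeats: singlicate, one well per compound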
# CTSL1 counter: blocks F. hepatica cathepsin L1 in PFM18AAP counter-screen; 0.49% of 300,000 active; AID 1906; inhibition, % at 5.96 µM; recombinant F. hepatica cathepsin L1, Z-Leu-Arg-MCA fluorescence;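 active = inhibition above the mean of all tested compounds plus 3 SD, set per screening campaign, cut at about 17% in these data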;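 also: 0% = plate median of test compound wells and 100% = 1 µM Z-Phe-Ala-diazomethylketone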
# ZTA DNA inh: ZTA (EBV) inhibition in EBNA-1 counter-screen. inhibition, % at 11 µM. 0.15% of 320,000 active. ZTA-DNA binding, fluorescence polarization. P03206; in the data active = inhibition above about 33%
# PP5 inh: blocks human protein phosphatase 5 activity; P53041; purified PP5c, OMFP substrate fluorescence; inhibition, % at 6.7 µM; 0.18% of 320,000 active; AID 1987;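 active = inhibition above the campaign's mean inhibition across all tested compounds plus 3 SD, cut at about 9.5% in these data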;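 also: 0% = DMSO only and 100% = 100 µM cantharidin control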
# Efflux pump inh: antifungal efflux pump inhibition, Nile Red retention. S. cerevisiae Candida pump triplex. 0.44% of 330,000 active. inhibition, % at 10 µM;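 active = plate passing quality check with inhibition over a set limit, or well fluorescence over plate mean plus 4 SD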;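 also: Nile Red retained in pooled yeast measured as flow cytometry median fluorescence; 0% = buffer negative control and 100% = Enniatin B positive control; higher means more Nile Red kept so more efflux inhibition; some compounds called inactive have numbers as strong as hits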
# EBNA-1 inh: blocks EBNA-1 binding to DNA. EBNA-1 DNA binding, fluorescence polarization. inhibition, % at 14.8 µM. 0.34% of 300,000 active. AID 1950; in the data active = inhibition above about 28%
# PP1 counter: blocks human PP1-alpha phosphatase, a PP5 counter-screen. purified PP1alpha, OMFP fluorescence. 0.9% of 320,000 active. inhibition, % at 6.7 µM;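 active = inhibition above the mean inhibition of all tested compounds plus 3 SD, computed separately for each screening campaign, cut at about 15% in these data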
# Target sequence (P62136 whole entry, looked up): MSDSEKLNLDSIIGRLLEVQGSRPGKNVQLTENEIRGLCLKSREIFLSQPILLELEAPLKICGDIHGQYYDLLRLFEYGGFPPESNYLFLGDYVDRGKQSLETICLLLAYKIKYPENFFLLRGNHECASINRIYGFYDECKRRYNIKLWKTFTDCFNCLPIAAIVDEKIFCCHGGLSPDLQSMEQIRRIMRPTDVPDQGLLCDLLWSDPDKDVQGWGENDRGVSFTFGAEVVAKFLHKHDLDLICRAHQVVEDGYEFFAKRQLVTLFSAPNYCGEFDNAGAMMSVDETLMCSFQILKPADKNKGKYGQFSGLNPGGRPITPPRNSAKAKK
# The depositor's hits bear a star; . = not tested or not shown. Only part of the results is shown (hit frequency here may not be typical).
SMILES,TPT1 inhibitor,PREPL inh,HCV core dimer,CTSL1 counter,ZTA DNA inh,PP5 inh,Efflux pump inh,EBNA-1 inh,PP1 counter
COc1ccc(N2CC(C(=O)N3CCc4ccccc43)CC2=O)cc1 (centres undefined),-3,2,11,-3,13,-0.7,4.4,4,-3
CN1CCN(S(=O)(=O)c2cccc(C(=O)Nc3ccccc3N3CCCCC3)c2)CC1,-2,9,3,2,-8,-0.3,0.0,-8,1
CCCCC(=O)NNC(=O)N1c2ccccc2Sc2ccccc21,-2,9,3,-6,15,0.1,-0.1,21,-1
COC/C=C/C1=CC2=CC(=O)C(C)(OC(=O)c3cnc4ccccc4n3)C(=O)C2=CN1c1ccc(OC)cc1 (centres undefined),-2,15,34,-6,5,-0.1,0.0,4,18*
C=CCn1c(SCc2cc(=O)n3ccsc3n2)nnc1C1CCCCC1,0,23,69*,-6,-3,-1.4,-0.1,3,1
COc1ccc(CC(=O)Nc2nc3ccccc3s2)cc1S(=O)(=O)N1CCOCC1,-4,24,0,2,-3,3.3,0.2,-10,-2
COc1cccc(OCCCN2CCN(S(=O)(=O)c3ccc(NC(C)=O)cc3)CC2)c1,-1,-5,-2,1,-12,0.2,0.0,1,4
Cc1c(NC(=O)C(C)SC(=S)N2CCCC2)c(=O)n(-c2ccccc2)n1C (centres undefined),.,7,.,.,-1,2.0,0.3,.,-5
COC(=O)C1CCN(C(=O)COc2ccc(N(C)S(=O)(=O)c3ccc(C)cc3)cc2)CC1,.,8,.,.,-6,1.9,0.2,.,-2
Cc1cccc(N2C(=O)C(Cc3ccccc3)NC2=S)c1 (centres undefined),2,2,4,0,14,-1.8,-0.1,11,-6
CCOc1ccccc1NC(=O)CCNS(=O)(=O)c1cccc2nonc12,0,6,-11,-5,-4,2.3,0.4,-8,3
O=C(COc1ccc(F)cc1)Nc1ccc2c(c1)OCCO2,0,3,2,-2,6,3.2,0.3,-8,1
O=C(O)CCCC(=O)N1CCC(C(O)(c2ccccc2)c2ccccc2)CC1,-1,-1,0,6,13,-1.8,-0.1,2,2
CNc1nc(OCCNC(=O)Nc2ccccc2)nc(N2CCOCC2)n1,0,-3,-3,-1,2,-0.8,0.1,6,1
c1ccc(C2=Nn3c(nnc3-c3cccnc3)SC2)cc1,-3,3,2,-3,-5,-1.3,-0.1,-2,-3
CC(C)C(=O)NC(=S)Nc1ccc(S(=O)(=O)NC(C)(C)C)cc1,-1,15,0,3,-1,-0.3,-0.1,-8,2
COc1ccc(CCN2C(=O)CC(NNC(=O)c3ccccc3Br)C2=O)cc1OC (centres undefined),3,7,-1,-2,-3,0.8,0.4,-4,-2
CCn1nc(C)c(CNC(=O)c2cc(COc3cncc(Cl)c3)on2)c1C,0,-7,1,-2,3,-0.1,0.0,-10,-2
O=C(COc1ccc(C(=O)c2ccccc2)cc1)NCC1CCCCC1,-1,-2,8,-3,-23,5.6,0.2,1,1
CC(=O)Nc1ccc(NC(=O)CSc2ccc(-c3cccs3)nn2)cc1,-5,0,1,1,3,3.8,0.2,41*,6
O=C(O)CC(Cc1ccccc1)c1ccc2c(c1)OCO2 (centres undefined),-2,-4,0,-1,0,-4.8,-0.1,0,-3
CC(=O)Nc1ccccc1NC(=O)c1ccc(C)cc1C,2,1,1,1,-1,-1.9,0.3,-19,-2
CSc1ccccc1NC(=S)Nc1cc(C)cc(C)c1,1,-17,5,1,0,3.3,0.1,-8,6
CC(=O)Nc1ccc(NC(=O)CN(C)CCC#N)cc1,6,-4,1,-1,-3,0.1,0.0,2,9
Cc1nc(NC(=O)C2CC2)sc1C(=O)NC1CCCCC1,-3,2,-4,-2,-9,-0.1,-0.3,13,-1
# Next section.
SMILES,TPT1 inhibitor,PREPL inh,HCV core dimer,CTSL1 counter,ZTA DNA inh,PP5 inh,Efflux pump inh,EBNA-1 inh,PP1 counter
CC1(C)C(=O)NCCN1C(=O)CCC(=O)O,-5,-3,-2,0,-4,1.9,-0.1,2,1
O=C(c1ccccc1Sc1c(Cl)cccc1[N+](=O)[O-])N1CCOCC1,0,2,-6,-3,4,-1.1,0.1,5,-5
O=C(N/C(=C/c1ccccc1Cl)C(=O)N1CCCC1)c1ccccc1,-2,-1,2,-2,-7,-0.4,0.0,-5,-5
CCOC(=O)C1CCN(C(=O)C2CCC(=O)N(CC3CCCCC3)C2)CC1 (centres undefined),1,0,-10,-1,-6,0.9,0.1,-6,-3
CCOc1ccc(NC(=O)N2CCC(C(N)=O)(N3CCCCC3)CC2)cc1,2,6,2,-4,-3,11*,0.1,1,-8
O=C(N/C(=C\c1ccc(Br)cc1)c1nc2ccccc2[nH]1)c1ccco1,0,-5,-4,1,9,-0.7,0.0,49*,2
CC1CCCCN1C(=O)/C(=C\c1ccccc1)c1ccccc1 (centres undefined),-1,4,0,1,-2,3.0,0.4,-1,1
Cc1csc(NC(=O)CSC2=NS(=O)(=O)c3cc(F)ccc3N2)n1,1,10,-4,-6,-9,-1.2,0.1,-3,3
CNS(=O)(=O)c1cc(OC)c(OC)cc1CC(=O)OC,0,1,0,3,-1,1.2,-0.1,-8,1
Cn1ccnc1SCC(=O)Nc1ccc2nc(SCC(=O)NC3CC3)sc2c1,-3,9,2,-1,-13,-1.6,0.1,8,-4
Cn1c(=O)oc2cc(S(=O)(=O)NCCc3ccccc3)ccc21,-3,8,1,0,4,-1.4,0.0,-3,-1
CCc1ccc(C2=NN(C(=O)CCC(=O)O)C(c3cccs3)C2)cc1 (centres undefined),1,4,0,-4,-12,3.4,0.1,0,0
Cc1ccnc2nc(C(=O)NCc3ccccc3)nn12,1,5,-4,-1,-20,-2.5,-0.1,-8,-5
O=C(O)CNS(=O)(=O)c1cccc2nsnc12,0,15,-3,-4,15,1.3,0.5,-1,-2
COc1cc(OC)cc(-c2c(-c3cccs3)c3cc(-c4ccc5c(c4)OCCO5)ccc3n2C)c1,.,5,.,.,-1,3.8,-0.4,.,2
CCOc1ccc(CCN2CN(C3CCCCC3)CNC2=S)cc1OCC,0,-7,3,2,-2,3.6,0.1,-2,5
O=C(O)C1(S(=O)(=O)c2ccc(Cl)cc2)CCC1,1,9,-8,-4,8,1.6,0.1,-2,2
COc1ccc(-c2cc(C(=O)NCC(c3ccco3)N(C)C)c3ccccc3n2)cc1OC (centres undefined),-1,1,1,1,-2,-0.1,-0.1,3,-3
COc1cccc(CN2CC(C(=O)NCCCn3ccnc3C)CCC2=O)c1 (centres undefined),0,1,0,-3,8,2.3,0.0,-4,3
Cn1ncc([N+](=O)[O-])c1C(=O)N/N=C/c1cccc([N+](=O)[O-])c1,-2,10,-5,1,-7,2.5,0.2,-4,1
CN(c1ccccc1)S(=O)(=O)c1cccc(C(=O)NCc2ccccc2CN2CCCC2)c1,.,23,.,.,-3,2.3,-0.1,.,-1
Oc1ccc(/C=N/Nc2nc(-c3ccc(Cl)cc3)cc(C(F)(F)F)n2)cc1,-1,25,11,7,11,4.7,-0.1,2,3
CCCc1cc(N2CCOCC2)n2nc(C)c(-c3ccccc3)c2n1,-1,17,-10,5,-3,0.8,0.1,-13,3
CCCN(CCC)Cc1c(C(=O)N/N=C/c2ccc(C)o2)nnn1-c1nonc1N,-5,3,11,-2,2,2.6,0.0,2,-3
COc1ccc2sc(-c3ccc(N(C)C)cc3)c(C#CC(C)(C)O)c2c1,.,13,.,.,3,0.8,0.3,.,-1
# (list continues)
SMILES,TPT1 inhibitor,PREPL inh,HCV core dimer,CTSL1 counter,ZTA DNA inh,PP5 inh,Efflux pump inh,EBNA-1 inh,PP1 counter
c1ccc2c(COn3nnc4ccccc43)cccc2c1,-3,-17,0,6,-3,-0.6,0.1,-11,4
O=C(NCc1cccs1)C(=O)NCC(c1ccco1)N1CCN(c2ccc(F)cc2)CC1 (centres undefined),-1,-41,2,1,-10,-1.3,0.0,-7,-2
Cn1cc(CN2CCC[C@H]2CO)c(-c2cccc(Cl)c2)n1,-2,13,-4,3,-1,-3.0,0.0,8,1
CCc1ccc(C(=O)Nn2c(C)nc3ccccc3c2=O)cc1,1,0,2,1,8,0.0,0.0,7,-4
Cc1[nH]cnc1C(=O)N/N=C/c1ccc([N+](=O)[O-])s1,0,12,-7,11,-8,0.5,0.0,-9,-2
CSC1=C(C#N)C(c2ccccc2Cl)C(C(C)=O)=C(C)N1 (centres undefined),0,-11,-3,-1,-13,1.7,0.0,-10,1
Cc1cccc(Nc2nc(-c3ccc(F)cc3)cs2)n1,-1,37,-8,1,6,4.3,0.0,-14,2
CCSc1c(-c2ccccc2)nc2c(C)cccc2c1C(=O)O,-4,10,1,-1,2,1.3,-0.1,-4,1
COC(=O)COc1cccc(NC(=O)c2cccc(C)c2)c1,1,2,2,4,3,1.2,-0.1,8,-3
O=C(O)c1ccccc1/C=N/Nc1ccc(S(=O)(=O)N2CCOCC2)cc1[N+](=O)[O-],-4,14,2,4,4,0.3,0.0,-7,-1
COc1ccc(OCCCC(=O)NCc2ccco2)cc1,4,-12,-5,-2,-1,3.5,0.0,0,-5
COc1ccccc1CCN1CCCC(CN(C)C(=O)CCC(=O)N(C)C)C1 (centres undefined),2,-5,-8,2,-17,1.6,-0.2,-3,2
O=C1/C(=C/c2ccncc2)SC(=S)N1N1CCOCC1,1,3,1,2,-3,0.7,0.0,-5,-1
O=C1c2ccccc2NC(c2cccs2)N1NS(=O)(=O)c1ccccc1 (centres undefined),-1,6,11,-1,14,1.1,-0.2,12,1
O=C(O)c1cc(N2C(=O)C3CC=CCC3C2=O)ccc1NCc1cccnc1 (centres undefined),-2,13,2,2,0,0.3,-0.1,8,-4
COC(=O)c1cc(NC(=O)c2nccnc2C(=O)O)cc(C(=O)OC)c1,-4,1,-2,1,-3,-0.6,-0.1,-1,0
CCN(Cc1nc2ccccc2c(=O)[nH]1)C(=O)c1cc2c(s1)CCCCC2,.,-9,.,.,-6,1.9,0.0,.,4
O=C(O)c1ccc(N/N=C2/CCCc3ccccc32)cc1,2,10,-4,7,1,-0.4,0.0,5,-6
COc1ccc(Cl)cc1-n1c(=S)sc2c(=O)n(-c3ccc(F)cc3)c(SCC(=O)O)nc21,0,1,15,5,6,0.2,0.2,13,0
Cc1cccc(OCc2nnc(SCC(=O)N3CC(=O)Nc4ccccc43)o2)c1,0,-90,6,0,14,-0.5,0.0,-4,0
Cc1nn(-c2ccc(F)cc2)c(Cl)c1/C=N/NC(=O)c1cccc(S(=O)(=O)N2CCCC2)c1,-1,0,4,-1,6,2.8,-0.2,-6,2
CCCCCCCCCCOC(=O)Cn1c(COc2ccc(Cl)cc2)[n+](C)c2ccccc21,-5,-31,-2,4,26,6.4,3.1*,-4,48*
CCOC(=O)N1c2ccccc2C=CC1OCC (centres undefined),-2,-4,10,-6,5,1.9,-0.1,-3,-1
O=C(O)CCC(=O)N(Cc1cccs1)Cc1cccs1,-2,10,-2,4,-14,2.5,0.0,9,-2

# Entries of single compounds as entered above. Screens in order: TPT1 inhibitor	PREPL inh	HCV core dimer	CTSL1 counter	ZTA DNA inh	PP5 inh	Efflux pump inh	EBNA-1 inh	PP1 counter
# `COC(=O)c1cc(NC(=O)c2nccnc2C(=O)O)cc(C(=O)OC)c1` is entered as -4	1	-2	1	-3	-0.6	-0.1	-1	0
# `COc1ccccc1CCN1CCCC(CN(C)C(=O)CCC(=O)N(C)C)C1` (centres undefined) is entered as 2	-5	-8	2	-17	1.6	-0.2	-3	2
# `Cc1cccc(Nc2nc(-c3ccc(F)cc3)cs2)n1` is entered as -1	37	-8	1	6	4.3	0.0	-14	2
# `O=C(O)c1cc(N2C(=O)C3CC=CCC3C2=O)ccc1NCc1cccnc1` (centres undefined) is entered as -2	13	2	2	0	0.3	-0.1	8	-4
# `O=C(O)CCC(=O)N(Cc1cccs1)Cc1cccs1` is entered as -2	10	-2	4	-14	2.5	0.0	9	-2
